Screening data: PubChem BioAssay, National Center for Advancing Translational Sciences (NCATS)
GLA spleen mod – inhibits or activates alpha-galactosidase in human spleen homogenate; AID 2107; Potency, µM (doses to about 80 µM), for the others: at the highest dose activity change, negative = inhibition, actives largely listed as inhibitors; human spleen homogenate, 4MU-alpha-Gal fluorescence, 40 min; actives 0.008% (n = 240,000);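 further: 0% = enzyme with vehicle and -100% = no enzyme basal signal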
Target sequence (P06280 32-429 limits assumed): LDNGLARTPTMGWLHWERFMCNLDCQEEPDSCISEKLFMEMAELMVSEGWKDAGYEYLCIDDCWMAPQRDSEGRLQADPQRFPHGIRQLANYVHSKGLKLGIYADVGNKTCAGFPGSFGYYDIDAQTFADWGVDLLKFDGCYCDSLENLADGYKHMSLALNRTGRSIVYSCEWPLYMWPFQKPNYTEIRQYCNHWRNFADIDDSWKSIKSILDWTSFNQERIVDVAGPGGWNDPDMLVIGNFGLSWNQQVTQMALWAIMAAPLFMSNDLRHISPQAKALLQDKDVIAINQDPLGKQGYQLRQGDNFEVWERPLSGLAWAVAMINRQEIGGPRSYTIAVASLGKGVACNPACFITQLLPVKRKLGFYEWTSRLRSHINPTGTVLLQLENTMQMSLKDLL
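Human spleen homogenate (1 ug) was the enzyme source, with 4-methylumbelliferyl-alpha-D-galactopyranoside (1 mM final) in pH 5.0 citrate buffer with 0.01% Tween-20. Compounds were titrated; after 40 min at 37C, NaOH/glycine stop, 4-MU fluorescence read; AC50 from Hill fits.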
Tau fluor counter – counter-screen for tau fibril formation inhibitors. AID 1463. tau K18 P301L Alexa594 fluorescence, heparin fibrillization. Potency, µM (series often up to 57.7 µM), inactives show at the highest dose activity change, negative = decrease. actives 0.93% (n = 280,000); further: on the % scale 0 is the no-effect control and ±100 the full control effect; nearly all actives have a fitted effect of over 55% in size
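Human tau K18 P301L (15 uM unlabeled, 0.24 uM Alexa 594-labeled) in 100 mM sodium acetate pH 7 with 20 uM heparin, 6 hr at 37 C. ThT 30 uM added, 1 hr ambient; Alexa 594 FP and total fluorescence read at 555/632 nm.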
GAA inhib – alpha-glucosidase (human) inhibition; P10253; purified human GAA, 4-MU-alpha-glucoside fluorescence; Potency, µM (series often up to 76.9 µM), without a hit: top-dose activity change, negative = inhibition, hits mostly inhibitors; actives 0.005% (n = 200,000); AID 1466;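 further: plate controls were uninhibited enzyme wells for no effect and no-enzyme background for full effect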
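Fluorescence at Ex 365/Em 440 nm from 4-methylumbelliferone reported enzyme activity after 20 min at room temperature. Reactions used 4 nM enzyme and 400 uM substrate at pH 5.0; curves fitted with the Hill equation.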
Epigenetic derep – derepresses silenced GFP reporter in murine cells | murine LDR cells, GFP reporter derepression, 30 h | Potency, µM (titrated, usually from 53.9 µM), for the others: at the highest dose GFP activation, actives largely listed as activators | actives 0.2% (n = 280,000) | AID 1865; further: % of control where 0% means no effect; nearly all actives have a fitted effect of over 60% in size
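Readout is the number of GFP-expressing murine LDR cells, counted by cytometry following washing. Cells were treated with compound for 30 h at 37 C; the stably integrated CMV-GFP locus is normally silent.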
GAA glycogen mod – inhibitors or activators of human alpha-glucosidase glycogen cleavage. P10253. recombinant GAA, glycogen substrate, Amplex Red glucose oxidase fluorescence. Potency, µM (titrated, usually from 76.4 µM), for the others: at the top dose activity change, negative = inhibition, actives largely listed as inhibitors. actives 0.38% (n = 300,000). AID 2100;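 further: 0% = full enzyme reaction and -100% = no-enzyme basal signal; the screen sought inhibitors and activators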
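qHTS, 1536-well; enzyme 4 nM final; cpd up to 77 uM; substrate bovine liver glycogen 30 ug; 50 mM citrate/phosphate pH 5.0, 0.01% Tween-20; 37 C, 40 min; Amplex Red detection 45 min RT; Hill fit → AC50.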
ALDH1A1 inh – inhibitors of human aldehyde dehydrogenase 1A1 | P00352 | Purified ALDH1A1, NADH fluorescence, propionaldehyde substrate | Potency, µM (titrated, usually from 75.3 µM), for the others: at the highest dose activity, negative = inhibition, usual class: inhibitors | actives 7.3% (n = 220,000); active means well fitted inhibition curve with a large enough effect, not every such curve was filed as active; inconclusive means small, poorly fitted or top-dose-only effect, or another doubt; inactive means no such curve, though single readings can be large or run the other way;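 further: plate controls were no enzyme wells and a reference inhibitor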
GAA spleen mod – inhibits or activates alpha-glucosidase in human spleen homogenate; P10253; AID 2112; human spleen homogenate, 4-MU-alpha-glucoside fluorescence; Potency, µM (doses to about 79.9 µM), for the others: at the top dose activity change, negative = inhibition, actives largely listed as inhibitors; actives 0.006% (n = 240,000);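 further: 0% = enzyme with vehicle and -100% = no enzyme basal signal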
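Human spleen homogenate (1 ug) incubated with compounds and 1 mM 4-methylumbelliferyl-alpha-D-glucopyranoside in pH 5.0 citrate/phosphate buffer, 37 C, 40 min. Stopped at pH 10; 4-MU fluorescence (Ex 365/Em 440 nm); AC50 by Hill fit.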
NPSR antagonist – blocks cAMP signaling of the human neuropeptide S receptor. Q6W5P4. CHO-NPSR cells, cAMP TR-FRET, antagonist mode. Potency, µM (doses to about 38.3 µM), for inactives: at the highest dose activity change, negative = inhibition, hits mostly inhibitors. actives 1% (n = 220,000). AID 1461; further: on the % scale 0 is the no-effect control and ±100 the full control effect; nearly all actives have a fitted effect of over 50% in size; many of its hits are not listed in these tables
Target sequence (Q6W5P4 whole entry, looked up): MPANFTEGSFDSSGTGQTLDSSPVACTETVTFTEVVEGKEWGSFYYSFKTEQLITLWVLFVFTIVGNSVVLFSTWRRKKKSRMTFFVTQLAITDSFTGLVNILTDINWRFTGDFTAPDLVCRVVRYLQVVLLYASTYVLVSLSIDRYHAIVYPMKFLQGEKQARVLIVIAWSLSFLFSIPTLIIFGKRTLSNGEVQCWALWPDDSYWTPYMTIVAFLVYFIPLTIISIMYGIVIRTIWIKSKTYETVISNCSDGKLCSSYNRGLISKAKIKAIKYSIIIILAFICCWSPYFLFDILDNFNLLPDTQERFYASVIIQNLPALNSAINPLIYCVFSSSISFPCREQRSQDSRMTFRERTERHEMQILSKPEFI
The depositor's hits bear a star; [ ] = dose if it differs, or a comment. Unless noted, the call rests on the fitted dose curve; in most records, active means well fitted curve in the direction sought with a large enough effect; inconclusive means small, poorly fitted or top-dose-only effect, or another doubt; inactive means no such curve, though single readings can be large; an effect the other way counts as inactive or inconclusive. Potency means the concentration at half of the fitted maximal effect. These rows are one share of the data; the hit share may differ from the screen's.

Sample of the layout, 2 compounds:
What do the screens show for `COc1cc2c(cc1O)C(SC)=NC(C)(C)C2`?
GLA spleen mod: 1%; Tau fluor counter: -18%; GAA inhib: -1%; Epigenetic derep: inconclusive; GAA glycogen mod: -17%; ALDH1A1 inh: inconclusive; GAA spleen mod: -4%; NPSR antagonist: -12%[46.1 µM]

How did Fc1ccccc1C1CCN(Cc2nc(COc3ccccc3)no2)C1 (stereo unspecified) do in these assays?
GLA spleen mod: 10%; Tau fluor counter: -15%; Epigenetic derep: -1.2%; GAA glycogen mod: -7%; ALDH1A1 inh: inconclusive; GAA spleen mod: 6%; NPSR antagonist: 26%

Results, from the start:
What do the screens show for `COc1cc2c(cc1O)C(SC)=NC(C)(C)C2`?
GLA spleen mod: 1%; Tau fluor counter: -18%; GAA inhib: -1%; Epigenetic derep: inconclusive; GAA glycogen mod: -17%; ALDH1A1 inh: inconclusive; GAA spleen mod: -4%; NPSR antagonist: -12%[46.1 µM]

How did Fc1ccccc1C1CCN(Cc2nc(COc3ccccc3)no2)C1 (stereo unspecified) do in these assays?
GLA spleen mod: 10%; Tau fluor counter: -15%; Epigenetic derep: -1.2%; GAA glycogen mod: -7%; ALDH1A1 inh: inconclusive; GAA spleen mod: 6%; NPSR antagonist: 26%

How did c1cncc(-c2nc(NCCCn3ccnc3)c3ccccc3n2)c1 do in these assays?
GLA spleen mod: 3%; Tau fluor counter: -5%; GAA inhib: -3%; Epigenetic derep: -4.4%; GAA glycogen mod: -3%; ALDH1A1 inh: 6%; GAA spleen mod: 4%; NPSR antagonist: 3%

Results for COCC(=O)Nc1nc2n(n1)C(c1ccc(OC)cc1)CC(c1ccc(OC)cc1)N2 (stereo unspecified) ?
GLA spleen mod: -7%; Tau fluor counter: 3%; GAA inhib: 4%; Epigenetic derep: -1.0%; GAA glycogen mod: 5%; ALDH1A1 inh: -5%; GAA spleen mod: inconclusive; NPSR antagonist: -4%[46.1 µM]

Results for COC(=O)CCC(=O)Nc1ccc(Br)cc1 ?
GLA spleen mod: -3%; Tau fluor counter: -8%; GAA inhib: 2%; Epigenetic derep: -0.9%; GAA glycogen mod: 2%; ALDH1A1 inh: 6%; GAA spleen mod: -3%; NPSR antagonist: -7%[46.1 µM]

What do the screens show for `CC1=C(C)CS(=O)N(S(=O)(=O)c2ccccc2)C1` (stereo unspecified)?
GLA spleen mod: -2%; Tau fluor counter: -4%; GAA inhib: 5%; Epigenetic derep: inconclusive; GAA glycogen mod: -4%; ALDH1A1 inh: inconclusive; GAA spleen mod: -5%; NPSR antagonist: -4%[46.1 µM]

How did Cc1ccc(C(=O)CC(SCC(=O)O)c2ccc([N+](=O)[O-])cc2)cc1 (stereo unspecified) do in these assays?
GLA spleen mod: 4%; Tau fluor counter: -29%; GAA inhib: inconclusive; Epigenetic derep: inconclusive; GAA glycogen mod: -4%; ALDH1A1 inh: inconclusive; GAA spleen mod: -19%; NPSR antagonist: -20%

Results for O=C(/C=C/c1ccccc1[N+](=O)[O-])N1CCCCC1 ?
GLA spleen mod: 1%; Tau fluor counter: -5%; GAA inhib: 2%; Epigenetic derep: 1.3%; GAA glycogen mod: 7%; ALDH1A1 inh: inconclusive; GAA spleen mod: 8%; NPSR antagonist: 0%

What do the screens show for `Nc1nnc(-c2ccccc2F)s1`?
GLA spleen mod: -3%; Tau fluor counter: -8%; GAA inhib: -5%; Epigenetic derep: -3.1%; GAA glycogen mod: -1%; ALDH1A1 inh: inconclusive; GAA spleen mod: 4%; NPSR antagonist: -10%

What do the screens show for `CCCNc1ccc(C(=O)OCC)cc1[N+](=O)[O-]`?
GLA spleen mod: 5%; Tau fluor counter: -15%; GAA inhib: -22%; Epigenetic derep: -2.4%; GAA glycogen mod: 3%; ALDH1A1 inh: inconclusive; GAA spleen mod: 3%; NPSR antagonist: 58%

What do the screens show for `O=C(Nc1ccccc1)c1ccccc1NC(=O)C(F)(F)F`?
GLA spleen mod: 2%; Tau fluor counter: -19%; GAA inhib: 1%; Epigenetic derep: -0.8%; GAA glycogen mod: -1%; ALDH1A1 inh: 3%; GAA spleen mod: 1%; NPSR antagonist: -2%[46.1 µM]

How did Cc1c([N+](=O)[O-])cc(C(=O)NCc2ccc(F)cc2)cc1[N+](=O)[O-] do in these assays?
GLA spleen mod: -9%; Tau fluor counter: -17%; GAA inhib: 1%; Epigenetic derep: 2.6%; GAA glycogen mod: 4%; ALDH1A1 inh: 0%; GAA spleen mod: -1%; NPSR antagonist: -11%

What do the screens show for `OCCNCCCOc1cccc(Cl)c1Cl`?
GLA spleen mod: -1%; Tau fluor counter: -12%; Epigenetic derep: -0.1%; ALDH1A1 inh: -7%; GAA spleen mod: -6%

How did COC(=O)c1sccc1NC(=O)COc1cccc(C)c1 do in these assays?
GLA spleen mod: 0%; Tau fluor counter: -14%; Epigenetic derep: -0.1%; GAA glycogen mod: 0%; GAA spleen mod: 7%; NPSR antagonist: -26%

Results for CCN(CC)Cc1oc(-c2ccccc2)cc1C(=O)O ?
GLA spleen mod: 3%; Tau fluor counter: -8%; GAA inhib: -13%; Epigenetic derep: 1.9%; GAA glycogen mod: -6%; ALDH1A1 inh: -10%; GAA spleen mod: 0%; NPSR antagonist: -11%

How did Clc1ccc2nc(CN3CCCCC3)cn2c1 do in these assays?
GLA spleen mod: 6%; Tau fluor counter: 4%; GAA inhib: 2%; Epigenetic derep: -0.8%; GAA glycogen mod: 13%; ALDH1A1 inh: -1%; GAA spleen mod: 2%; NPSR antagonist: -2%[46.1 µM]

What do the screens show for `COc1ccc(/C=N/NC(=O)c2ccccc2NC(=O)c2ccco2)c(OC)c1`?
GLA spleen mod: -2%; Tau fluor counter: -24%; Epigenetic derep: -1.0%; GAA glycogen mod: -4%; GAA spleen mod: 1%; NPSR antagonist: -4%

Results for O=C(Nc1ccc(Oc2ccc(C(=O)O)c(C(=O)O)c2)cc1)c1cccs1 ?
GLA spleen mod: 5%; Tau fluor counter: 3%; GAA inhib: 2%; Epigenetic derep: 0.0%; GAA glycogen mod: 13%; ALDH1A1 inh: 1%; GAA spleen mod: -12%; NPSR antagonist: -11%

What do the screens show for `CC(C)CNS(=O)(=O)c1ccc(CCC(=O)N2CCN(c3ccccc3)CC2)cc1`?
GLA spleen mod: 10%; Tau fluor counter: -7%; GAA inhib: inconclusive; Epigenetic derep: -4.6%; GAA glycogen mod: -13%; ALDH1A1 inh: inconclusive; GAA spleen mod: -13%; NPSR antagonist: 10%

What do the screens show for `CCOC(=O)C1C(=O)NC(N2CCN(Cc3ccccc3)CC2)=NC1c1ccccc1` (stereo unspecified)?
GLA spleen mod: 5%; Tau fluor counter: -5%; GAA inhib: -2%; Epigenetic derep: 3.0%; GAA glycogen mod: 10%; ALDH1A1 inh: inconclusive; GAA spleen mod: 0%; NPSR antagonist: -18%[46.1 µM]

Results for O=C(c1ccc(N2CCCC2=O)cc1)N1CCCCCC1 ?
GLA spleen mod: -8%; Tau fluor counter: 0%; GAA inhib: -5%; Epigenetic derep: -0.9%; GAA glycogen mod: 6%; ALDH1A1 inh: inconclusive; GAA spleen mod: 0%; NPSR antagonist: -4%[46.1 µM]

Results for N#Cc1nc(-c2cccs2)oc1NCc1ccc2c(c1)OCO2 ?
GLA spleen mod: 17%; Tau fluor counter: inconclusive; GAA inhib: 14%; Epigenetic derep: -0.9%; GAA glycogen mod: inconclusive; ALDH1A1 inh: inconclusive; GAA spleen mod: 5%; NPSR antagonist: -17%[46.1 µM]

What do the screens show for `CCN(CC(=O)Nc1ccc(NC(C)=O)cc1)c1ccc(C(F)(F)F)cn1`?
GLA spleen mod: -5%; Tau fluor counter: 1%; GAA inhib: -1%; Epigenetic derep: -0.9%; GAA glycogen mod: 9%; ALDH1A1 inh: 11%; GAA spleen mod: -10%; NPSR antagonist: -2%

What do the screens show for `Nc1nc(SCC(=O)Nc2ccc(Oc3ccccc3)cc2)n[nH]1`?
GLA spleen mod: -4%; Tau fluor counter: -6%; GAA inhib: 10%; Epigenetic derep: -1.6%; GAA glycogen mod: -1%; ALDH1A1 inh: 11%; GAA spleen mod: 3%; NPSR antagonist: 20%

Results for COc1ccc(C(=O)N(Cc2nc(-c3ccc(C)cc3)no2)C2CCCCC2)cc1OC ?
GLA spleen mod: -18%; Tau fluor counter: -3%; GAA inhib: -6%; Epigenetic derep: 5.4%; GAA glycogen mod: -9%; ALDH1A1 inh: 2%; GAA spleen mod: -4%; NPSR antagonist: inconclusive

Results for CCOC(=O)Cn1nc(C)c(NC(=O)COc2ccccc2[N+](=O)[O-])c1C ?
GLA spleen mod: 5%; Tau fluor counter: 0%; GAA inhib: -7%; Epigenetic derep: -0.1%; GAA glycogen mod: 4%; ALDH1A1 inh: 11%; NPSR antagonist: 7%

How did CC(=O)Oc1ccc(C(=O)[C@H]2[C@H]3C(=O)N(c4ccc5ccccc5c4)C(=O)[C@H]3[C@@H]3C=CC=NN32)cc1 do in these assays?
GLA spleen mod: -11%; Tau fluor counter: inconclusive; GAA inhib: -4%; Epigenetic derep: 0.0%; GAA glycogen mod: inconclusive; ALDH1A1 inh: 4%; GAA spleen mod: -13%; NPSR antagonist: -17%[46.1 µM]

Results for Cc1cccc(NC(=O)c2cnc3n(c2=O)CCS3)c1 ?
GLA spleen mod: -6%; Tau fluor counter: -2%; GAA inhib: -5%; Epigenetic derep: -1.0%; GAA glycogen mod: 4%; ALDH1A1 inh: inconclusive; GAA spleen mod: 4%; NPSR antagonist: -6%[46.1 µM]

How did C=CCSc1nnc(-c2c[nH]c3ccccc23)n1CCOC do in these assays?
GLA spleen mod: -5%; Tau fluor counter: inconclusive; GAA inhib: -8%; Epigenetic derep: 0.0%; GAA glycogen mod: -1%; ALDH1A1 inh: 6%; GAA spleen mod: -2%; NPSR antagonist: inconclusive

Results for CCOc1ccccc1CN1CCN(Cc2cn(C)nc2-c2ccccc2)CC1CCO (stereo unspecified) ?
GLA spleen mod: 7%; Tau fluor counter: -3%; GAA inhib: 15%; Epigenetic derep: 6.5%; GAA glycogen mod: 0%; ALDH1A1 inh: -3%; GAA spleen mod: 3%; NPSR antagonist: -4%

What do the screens show for `O=C(NC1CCCCCC1)C1c2ccccc2C(=O)N1CCCN1CCOCC1` (stereo unspecified)?
GLA spleen mod: 2%; Tau fluor counter: 3%; GAA inhib: -6%; Epigenetic derep: -1.0%; GAA glycogen mod: 7%; ALDH1A1 inh: 12%; GAA spleen mod: -4%; NPSR antagonist: 2%[46.1 µM]
